Compound activity (PubChem BioAssay)
GPR55 activation: GPR55 agonists via beta-arrestin recruitment, primary screen, imaging, U2OS cells, beta-arrestin-GFP redistribution (AID 1961). U2OS GPR55 beta-arrestin-GFP redistribution imaging; higher % means a stronger effect. activation, % at 10 µM, or EC50 in µM where a hit was titrated. actives 0.048% (n = 290,000). G-protein coupled receptor 55 (Homo sapiens);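 active = activation above 40% with more than 50 cells counted in the well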;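 note: U2OS osteosarcoma cells stably expressing GPR55 and beta-arrestin-GFP; plate controls were DMSO negative control for no effect and LPI positive control for full effect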
TNAP activation fold: human TNAP enzyme activators, primary screen, biochemical, luminescent, no phosphate acceptor, uHTS (AID 1001). Alkaline phosphatase, tissue-nonspecific isozyme (Homo sapiens). purified TNAP, luminescent activation assay, no phosphate acceptor; higher activation fold means a stronger effect. one-dose activation fold at 20 µM; EC50 in µM for titrated hits. actives 0.03% (n = 200,000); in the data active = activation fold from about 3, or a potency from the dose series; inactive = the rest, 99 in 100 with activation fold below about 1.6; note: many of its hits are not listed in these tables
Yfh1-depleted yeast: enhancers of respiration in Yfh1-depleted yeast, dose response, Friedreich's ataxia, plus single-dose screen (AID 1465). fold induction at 50 µM, or EC50 in µM where a hit was titrated. actives 0.074% (n = 220,000). S. cerevisiae Yfh1-off respiration, WST-1 reduction, 72 h; higher fold induction means a stronger effect;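 active = fold induction of absorbance versus untreated yeast above a set limit, then at least 30% activation at any dose in follow-up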;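 note: activators that raise dye reduction in frataxin-depleted yeast; strong numbers were not always called active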
KOR beta-arrestin-1: KOR antagonists, beta-arrestin recruitment, cell-based, luminescence, uHTS (AID 1778); KOR beta-arrestin recruitment, luminescence, antagonist mode; higher % means a stronger effect; inhibition, % at 10 µM, or IC50 in µM where a hit was titrated; actives 0.091% (n = 290,000); note: strong numbers were not always called active
KOR beta-arrestin-2: KOR agonists, beta-arrestin recruitment, primary screen, cell-based, luminescence, uHTS (AID 1777); KOR beta-arrestin recruitment, luminescence; higher % means a stronger effect; actives 0.02% (n = 280,000); activation, % at 10 µM; hits with a dose series show EC50 in µM; in the data active = activation above about 50%, passing the limit was not always enough; note: a part of the inactive calls stands beside numbers as strong as those of hits
ER stress rescue: rescue of cells from ER stress-induced death, primary screen, 384-well, CSM14.1, thapsigargin, ATP luminescence (AID 1222); CSM14.1 thapsigargin-induced death rescue, ATP luminescence; higher % means a stronger effect; one-dose cellular ATP content (survival), % at 20 µM; EC50 in µM for titrated hits; 190,000 tested, under 10 active;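 active = EC50 below 50 µM in the dose-response confirmation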;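 note: death triggered by thapsigargin at about 15 µM added after 2 h compound pretreatment; cell ATP read after overnight thapsigargin exposure of roughly 18 to 22 hours; normalized against plate controls of thapsigargin alone and 5% DMSO vehicle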
HEK293 NOD2/NF-kB: NOD2 signaling inhibitors, cell-based, luminescence, uHTS, HEK293 (AID 1566) | HEK293 NOD2/NF-kB luciferase reporter, luminescence; higher % means a stronger effect | inhibition, % at 4 µM, or EC50 in µM where a hit was titrated | actives 0.63% (n = 290,000); note: many of its hits are not listed in these tables
NOD1 NF-kB reporter: NOD1 signaling inhibitors, primary screen, cell-based, luminescence, uHTS (AID 1578) | NOD1-driven NF-kB luciferase reporter cells, luminescence; higher % means a stronger effect | inhibition, % at 4 µM, or EC50 in µM where a hit was titrated | actives 1% (n = 290,000); in the data active = inhibition mostly above about 36%, no sharp cut-off; inactive = mostly below about 34%;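 note: HEK-293T reporter cells stimulated with the NOD1 agonist gamma-tri-DAP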
NTR1 ag: agonists of NTR1, primary screen, imaging, U2OS cells, beta-arrestin-GFP, high content (AID 493036) | Neurotensin receptor type 1 (Homo sapiens), P30989 | NTR1-U2OS beta-arrestin-GFP spot imaging, agonist mode | activation, % at 20 µM | actives 0.17% (n = 330,000);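 active = activation at or above 40% of the spot to cytoplasm intensity ratio, with at least 20 cells analyzed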;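 note: 0% = DMSO without peptide and 100% = 100 nM NTR1 peptide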
Target sequence (P30989 whole entry, looked up): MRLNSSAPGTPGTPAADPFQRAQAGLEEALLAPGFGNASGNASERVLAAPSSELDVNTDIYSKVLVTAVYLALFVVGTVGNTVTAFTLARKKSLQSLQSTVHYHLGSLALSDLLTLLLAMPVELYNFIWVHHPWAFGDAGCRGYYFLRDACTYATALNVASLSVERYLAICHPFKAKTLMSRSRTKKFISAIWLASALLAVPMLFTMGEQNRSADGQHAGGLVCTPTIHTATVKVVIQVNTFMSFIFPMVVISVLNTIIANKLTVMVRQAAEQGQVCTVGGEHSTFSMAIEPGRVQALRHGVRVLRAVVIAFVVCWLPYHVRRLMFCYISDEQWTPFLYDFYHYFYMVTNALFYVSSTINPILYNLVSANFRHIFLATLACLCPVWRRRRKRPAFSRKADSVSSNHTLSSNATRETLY
NTR1 ag cell count 20 µM: recorded beside NTR1 ag, whose call it bears; cell count; measured here: cell count, cytotoxicity flag
Numbers without * were called inactive; i = inactive; / = not tested or not shown; [ ] = another dose, or the depositor's remark. Cut-off read from the data, not from the text of the source, unless noted: active = inhibition above about 50%; inactive = the rest. A portion of the library; count on the stated rates, not on these rows.

SMILES	GPR55 activation	TNAP activation fold	Yfh1-depleted yeast	KOR beta-arrestin-1	KOR beta-arrestin-2	ER stress rescue	HEK293 NOD2/NF-kB	NOD1 NF-kB reporter	NTR1 ag	NTR1 ag cell count 20 µM
CCCCn1c(-c2cccc(Br)c2)nc2cc3[nH]c(=O)c(C(C)C)nc3cc21	1.7%	/	/	-91%[20 µM]	2.1%	/	15%	22%	26	86
COc1ccc(Cl)cc1NC(=O)NCC1CCN(Cc2ccccc2F)CC1	-0.1%	/	/	-16%	0.6%	/	17%	-16%	-0.5	78
NC(=O)NOCc1ccccc1F	-0.1%	1.1	i	-8%	-4.2%	1.7%	-11%	-14%	-0.8	46
Cn1nc(CC(=O)Nc2ncc(Br)s2)c2ccccc2c1=O	0.0%	1.1	i	-7%	-4.9%	3.3%	7%	-16%	0.3	52
COc1ccc(OCC(O)CN2CCOCC2)cc1 (stereo not drawn)	0.0%	/	/	2%[20 µM]	-4.3%	/	0%	-13%	-1.2	61
Cc1ccc(NNC(=O)C(=O)N2CCCCC2)cc1	-0.1%	1.1	i	32%	-3.2%	-4.2%	-89%	-45%	0.6	53
CSc1ccccc1OCc1cc(C(=O)NCCn2nc(C)cc2C)no1	-0.1%	/	/	-19%	6.7%	/	-2%	-30%	1.3	62
CC(=O)c1ccc(S(=O)(=O)N2CCN(C(=O)CSc3ccc(F)cc3)CC2)cc1	-0.1%	/	/	-39%	-2.8%	/	11%	-6%	9.0	55
CCN(CC)CCC(c1cc(OC)c(OC)c(OC)c1)c1c(OC)cc(OC)c2c(-c3ccccc3)cc(=O)oc12 (stereo not drawn)	-0.1%	/	i	10%	3.4%	/	10%	-13%	-0.3	80
CCn1c(C)cc(C)c(C#N)c1=O	1.8%	1.1	i	-3%	-0.9%	-0.4%	19%	-1%	-1.7	63
COc1ccc(N(CC(=O)N/N=C/c2ccc(OC)c(OC)c2)S(=O)(=O)c2ccccc2)cc1	-0.1%	/	/	8%	-0.7%	/	10%	-3%	-0.1	93
CC(C)Sc1nc(-c2cccs2)nc2c1c(=O)n(C)c(=O)n2C	-0.1%	1.1	i	22%	-0.2%	-0.6%	7%	-14%	/	/
CS(=O)(=O)N1CCC(C(=O)Nc2ccccc2Sc2ccccc2)CC1	0.2%	1.1	i	33%	-4.9%	-2.6%	14%	-3%	-2.9	81
CCOC(=O)c1csc(NC(=O)c2ccc(C#N)cc2)n1	-0.3%	1	i	9%	-1.7%	0.0%	11%	4%	-0.8	26
Cc1ccc(-c2nc(-c3cccnc3)sc2CC(=O)O)cc1	-0.1%	/	i	18%	-0.4%	/	12%	0%	2.5	61
N/C(=N\OC(=O)CCCc1ccccc1)c1ccc([N+](=O)[O-])cc1	0.1%	1.1	i	/	-3.0%	-0.6%	3%	-29%	5.0	44
O=C(NNC1=NCCC1)c1ccc(Br)cc1	-0.1%	1.3	i	-5%	-9.9%	0.0%	14%	7%	-1.2	47
CC(=O)N1CCN(C(C)=O)C1c1ccccc1	0.5%	1.1	i	32%	-0.9%	-0.8%	7%	-18%	-1.8	86
Cc1ccc(-n2ncc3c(=O)[nH]c(SCC(=O)N4CCCC4)nc32)cc1C	1.3%	1.1	/	-30%	-0.8%	-1.3%	7%	-32%	1.0	89
Cc1cc(SCc2cccc([N+](=O)[O-])c2)nc(=O)[nH]1	-0.1%	/	/	-26%	7.2%	/	-2%	-18%	1.4	41
O=C(NCCc1ccccn1)C(F)(F)C(F)(F)C(F)(F)C(F)(F)C(F)(F)C(F)F	-0.1%	1	i	-34%	5.0%	-3.2%	7%	-16%	2.7	63
Cc1n[nH]c(C)c1CCC(=O)N/N=C/C=C/c1ccccc1	0.2%	1.2	i	/	/	-0.9%	10%	-16%	-1.4	91
CNC(=O)NC(=S)NC(=O)c1ccccc1Cl	-0.3%	1.1	i	25%	-7.1%	-1.9%	11%	-15%	0.7	100
Nc1nc(Nc2ccccc2)nc(N2CCOCC2)c1[N+](=O)[O-]	-0.4%	1.1	i	27%	-1.7%	-3.7%	24%	-31%	3.6	58
CCN1CCC(N2CCN(c3ccc(F)cc3)CC2)CC1	0.6%	/	/	-11%[20 µM]	5.0%	/	7%	-7%	-0.5	65
C=CCc1cccc(C2Nc3ccccc3C(=O)N2O)c1O (stereo not drawn)	0.0%	1.1	i	-3%	-2.4%	-0.1%	6%	5%	0.2	36
COC(=O)c1cc(OC)c(OC)cc1NC(=O)c1cnccn1	-0.1%	1.1	i	9%	-1.4%	-2.3%	9%	/	/	/
Cc1cc(=O)n2nc(-c3ccc(C(F)(F)F)cc3)sc2n1	-0.1%	1	i	-1%	-0.8%	-2.1%	-43%	-40%	3.9	64
O=C(Nc1ccc(Cl)c([N+](=O)[O-])c1)c1ccc2c(c1)OCCO2	0.1%	1.1	i	-17%	-4.4%	-1.0%	-71%	-39%	1.1	62
COc1ccc(CNC(=O)CCn2c(=O)c3cccn3c3ccc(F)cc32)cc1	0.0%	/	/	-27%	-0.6%	/	12%	-30%	3.4	50

By substructure: those above containing two or more sulfur atoms
SMILES	GPR55 activation	TNAP activation fold	Yfh1-depleted yeast	KOR beta-arrestin-1	KOR beta-arrestin-2	ER stress rescue	HEK293 NOD2/NF-kB	NOD1 NF-kB reporter	NTR1 ag	NTR1 ag cell count 20 µM
CC(=O)c1ccc(S(=O)(=O)N2CCN(C(=O)CSc3ccc(F)cc3)CC2)cc1	-0.1%	/	/	-39%	-2.8%	/	11%	-6%	9.0	55
CC(C)Sc1nc(-c2cccs2)nc2c1c(=O)n(C)c(=O)n2C	-0.1%	1.1	i	22%	-0.2%	-0.6%	7%	-14%	/	/
CS(=O)(=O)N1CCC(C(=O)Nc2ccccc2Sc2ccccc2)CC1	0.2%	1.1	i	33%	-4.9%	-2.6%	14%	-3%	-2.9	81

Next section.
SMILES	GPR55 activation	TNAP activation fold	Yfh1-depleted yeast	KOR beta-arrestin-1	KOR beta-arrestin-2	ER stress rescue	HEK293 NOD2/NF-kB	NOD1 NF-kB reporter	NTR1 ag	NTR1 ag cell count 20 µM
O=c1ccn(Cc2ccc(F)cc2)c2ccnc(C(F)(F)F)c12	-0.3%	1	i	17%	-0.1%	-1.3%	26%	5%	1.2	41
O=C(/C=C/c1cnc2ccccc2n1)NC12CC3CC(CC(C3)C1)C2	0.2%	1.1	i	-32%	3.2%	-1.1%	-90%	-33%	2.6	40
COCCn1c(-c2ccco2)csc1=Nc1cccnc1	0.0%	1	i	1%	0.1%	4.2%	-2%	-15%	-1.3	62
O=C(NCCc1ccco1)C(=O)NCC1OCCCN1S(=O)(=O)c1cc(F)ccc1F (stereo not drawn)	0.0%	/	/	6%	4.8%	/	-1%	-22%	-0.1	45
O=C(c1noc2c1CSc1ccccc1-2)N1CCN(c2ccc(Cl)cc2)CC1	0.3%	/	/	-33%	1.0%	/	18%	-20%	3.4	47
Cc1ccc(NS(=O)(=O)c2ccc(NC(=O)c3cccs3)cc2)c(C)c1	0.6%	1	i	22%	7.4%	-2.6%	2%	38%	1.1	89
O=C(NC(=S)Nc1ncccn1)c1ccc(Cl)cc1Cl	0.1%	1.1	i	20%	-6.3%	-0.6%	-83%	-42%	-0.8	63
N#C/C(=C\N1CCCCC1)S(=O)(=O)c1ccc(Cl)cc1	-0.2%	/	i	14%	-3.8%	/	0%	-13%	-1.0	42
COc1cccc2cc(C(=O)N3CCCCCCC3)c(=O)oc12	-0.1%	/	/	30%	-1.7%	/	17%	14%	0.7	58
Cc1occc1C(=O)N=Nc1c(O)[nH]c2ccc(Br)cc12	2.3%	1	i	-4%	-4.4%	-1.4%	-67%	-36%	1.5	80
O=C(CCCOc1ccc(Cl)cc1Cl)NCC1CCCO1 (stereo not drawn)	0.0%	1.1	i	-8%	2.4%	-3.0%	14%	-14%	-0.4	44
CCN(CC)C(=O)CSc1nc2sc3c(c2c(=O)n1CCCOC)CCC3	0.6%	/	/	-68%[20 µM]	-0.3%	/	16%	-31%	1.1	56
O=c1c(-c2ccc(Br)cc2)coc2c(CN3CCOCC3)c(O)ccc12	-0.1%	1.1	i	-5%	-1.8%	/	0%	9%	0.3	41
CCCCNC(=O)NC1C(NC(=O)NCCCC)N(C)C(=O)N1C (stereo not drawn)	-0.2%	1.1	i	-23%	0.5%	0.4%	16%	6%	1.2	52
CCOC(=O)C(C(=O)NCC1CCCO1)C1CCCCC1 (stereo not drawn)	1.2%	1.1	i	-33%	-0.6%	-6.4%	8%	-17%	-0.9	42
COc1ccc(C(=O)Cn2c(C)nc([N+](=O)[O-])c2Br)cc1	0.3%	/	i	25%	-2.0%	/	13%	25%	0.9	48
CCOC(=O)c1c(C)c(/C=N/Nc2ccccc2)n(C)c1C	0.4%	1	i	-14%[20 µM]	-3.6%	2.6%	-22%	-36%	/	/
CCC1CCCCN1Cc1ccc(CNC(=O)CCc2nnc3ccc(N4CCCCC4)nn23)o1 (stereo not drawn)	0.3%	/	/	-14%	-1.3%	/	16%	-12%	-0.3	38
CC1(C)CC(=O)C(CC2C(=O)CC(C)(C)CC2=O)C(=O)C1	0.0%	/	i	12%	-2.1%	/	10%	1%	-0.8	32
CC(C)(C)c1cc(-n2ccnc2)n2ncc(-c3ccc(Cl)cc3)c2n1	-0.3%	1	i	14%	16%	-3.2%	-52%	23%	32	35
Cc1c(Cc2ccccc2)c(=O)oc2cc(OCC(=O)N3CCC(C(=O)O)CC3)ccc12	0.2%	/	/	-30%[20 µM]	-2.6%	/	16%	-7%	-2.7	85
Cc1ccc2nc(NC(=O)C3CCN(S(=O)(=O)c4ccc5c(c4)oc(=O)n5C)CC3)sc2c1	-0.1%	0.8	i	-23%	7.0%	0.3%	11%	13%	-1.1	50
Cn1nc(C(=O)Nc2ccc(Br)cc2)cc1C(=O)Nc1ccc(Br)cc1	0.5%	/	/	-31%[20 µM]	0.4%	/	10%	-4%	-1.4	63
C/C(=N\NC(=O)c1ccc(NS(=O)(=O)c2cccs2)cc1)c1ccc(C(C)(C)C)cc1	-0.1%	1.1	i	9%	0.9%	-0.8%	-30%	-48%	3.8	52
Brc1ccc(-c2noc(CCc3ccccc3)n2)o1	-0.2%	0.9	i	29%	0.1%	-0.9%	-8%	-14%	2.3	68
O=[N+]([O-])c1ccc2c(c1)nc(CO)n2Cc1ccccc1	-0.1%	/	/	-35%[20 µM]	1.3%	/	2%	-6%	-0.5	71
c1ccc(-c2nc(-c3nccc4ccccc34)oc2-c2ccccc2)cc1	-0.2%	/	i	6%	7.8%	/	16%	-12%	5.6	51
CC1CCCC(C)N1/N=C/c1ccc(O)cc1 (stereo not drawn)	0.2%	/	/	8%	5.2%	/	8%	0%	-1.2	96
